GCN5L2 inh – qHTS Assay for Inhibitors of GCN5L2 | Histone acetyltransferase KAT2A (Homo sapiens), Q92830 | AID 504327, 2011 | 0.21% of 390,000 active | GCN5L2 HAT assay, ThioGlo1 CoA-SH fluorescence | Potency, µM (doses to about 58.9 µM), without a hit: top-dose activity change, negative = inhibition, most hits filed as inhibitors
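Compounds, pin-transferred from DMSO stocks, meet 20nM GCN5L2 for 15 min before the reaction begins with H3(1-25) peptide (75uM) and acetyl-CoA (70uM). Thiol-reactive ThioGlo1 reports CoA release over 20 min at room temperature.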
FEN1 inh – qHTS Assay for the Inhibitors of Human Flap endonuclease 1 (FEN1) | P39748 | Recombinant FEN1 flap cleavage, fluorescence, 15 min | Potency, µM (top dose mostly 114 µM), inactives show at the highest dose activity change, negative = inhibition, hits mostly inhibitors | 0.35% of 390,000 active | AID 588795, 2011; also: nearly all actives have a fitted effect of over 65% in size
Target sequence (P39748 whole entry, looked up): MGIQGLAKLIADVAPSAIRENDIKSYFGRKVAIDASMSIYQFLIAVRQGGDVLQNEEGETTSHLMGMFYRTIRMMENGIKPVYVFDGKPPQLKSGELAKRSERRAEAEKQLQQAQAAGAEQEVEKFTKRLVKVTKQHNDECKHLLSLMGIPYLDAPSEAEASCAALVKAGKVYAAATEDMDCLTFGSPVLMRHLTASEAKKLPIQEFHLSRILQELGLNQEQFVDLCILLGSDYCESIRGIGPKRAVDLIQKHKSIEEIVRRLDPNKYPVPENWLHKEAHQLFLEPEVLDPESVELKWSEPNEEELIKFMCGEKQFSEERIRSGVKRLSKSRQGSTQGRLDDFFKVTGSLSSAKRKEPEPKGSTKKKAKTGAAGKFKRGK
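Nuclease activity of 10 nM FEN1 was measured after 15 min of room-temperature exposure to titrated compounds, by adding 50 nM flap substrate and reading plates at 0 and 15 min.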
N370S GC mod – qHTS Assay for Inhibitors and Activators of N370S glucocerebrosidase as a Potential Chaperone Treatment of Gaucher Disease | Lysosomal acid glucosylceramidase (Homo sapiens), P04062 | N370S GC spleen homogenate, 4MU-glucoside fluorescence | Potency, µM (series often up to 59.4 µM), for inactives: top-dose activity change, negative = inhibition, actives largely listed as inhibitors | 0.092% of 330,000 active;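 also: 0% = full enzyme activity and -100% = no enzyme basal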
* hit, by the source's call; ? = inconclusive; / = not tested or not shown; & = joins results of further samples; [ ] = dose if it differs, or a comment. Calls follow the shape of the dose curve; as a rule, active = well fitted curve in the direction sought with a large enough effect; inconclusive = small, poorly fitted or top-dose-only effect, or another doubt; inactive = no such curve, though single readings can be large; an effect the other way counts as inactive or inconclusive. Unless noted, % is scaled to controls: 0 for no effect and ±100 for the full control effect; potency is read from the fitted curve at half-maximal effect.

No.	canonical_smiles	GCN5L2 inh	FEN1 inh	N370S GC mod
1	Cc1ccc(NC(=O)CSc2nnc(C3CC3)n2CC2CCCO2)cc1C (stereo not drawn)	1.0%	5.5%	-20.2%
2	COc1ccc(-c2nnc(-c3cccnc3)o2)cc1	24.1%	-0.5%	0.4%
3	CC1(C)Cc2c(C#N)c(NC3CCCCC3)nc(-c3ccco3)c2CO1	-12.8%	/	?
4	COc1ccc(CCNS(=O)(=O)c2cc(-c3cc(C)no3)ccc2C)cc1OC	-4.6%	14.2%	/
5	CCN(c1ccccc1)S(=O)(=O)c1cc(C(=O)Nc2ccc(Br)cc2)ccc1F	2.0%&-10.9%	-9.8%&-1.5%	3.9%
6	O=S(=O)(NCc1cccnc1)c1cc(Cl)ccc1Cl	-13.6%	-3.8%	-2.2%
7	Cc1nn(CCc2nn[nH]n2)c2nc(C(F)(F)F)cc(C(F)(F)F)c12	-13.6%	-8.9%	-2.4%
8	O=C(O)c1ccc(OC(F)(F)C(F)C(F)(F)F)cc1 (stereo not drawn)	-1.1%	-3.1%	5.4%
9	COc1ccccc1C(=O)CSc1n[nH]c(N)n1	2.1%	3.5%	15.5%
10	COc1ccc(CNc2nc3nc(C)c(Cl)c(=O)n3[nH]2)cc1OC	-17.9%	-5.2%	-16.0%
11	O=C(CNS(=O)(=O)c1ccc(F)cc1)N1CCCCCC1	-2.2%	9.9%	-12.7%
12	Cc1ccc(C(=O)NCC(=O)OCC(=O)/C=C2\N(C)c3ccccc3C2(C)C)cc1C	-6.9%	-29.8%	29.9%
13	CCOC(=O)c1c(NC(=O)CN2C(=O)NC3(CCC(C)CC3)C2=O)sc(C(=O)N(C)C)c1C (stereo not drawn)	-5.3%	-10.0%	-13.5%
14	CC(=O)c1cccc(NC(=O)c2ccc(-n3c(C)nnc3C)cc2)c1	-12.4%	-3.5%	/
15	CC1=C(C(=O)OCC2CCCO2)C(c2cccc(O)c2)NC(=O)N1 (stereo not drawn)	-1.3%	-13.0%	0.1%
16	CCOC(=O)C1CCCN(c2cc(=O)n(Cc3ccc(F)cc3)c(=O)[nH]2)C1 (stereo not drawn)	2.3%	-0.9%	7.9%
17	NC(=O)COC(=O)c1ccccc1OCc1ccccc1	0.7%	-16.9%	-2.5%
18	COc1cc(/C=C2/SC(=S)N(Cc3ccccc3)C2=O)ccc1O	-16.7%	?	-7.2%
19	c1csc(Cn2nnnc2CN2CCN(c3nc4ccccc4s3)CC2)c1	-6.5%	-17.4%	2.6%
20	CC(=O)OCC12COC3c4ccccc4OC(C)(CC1C)C3C2C (stereo not drawn)	-10.9%	-8.9%	2.0%
21	CCC(=O)Nc1ccnc(-c2cccnc2)n1	-1.5%	-2.4%	2.7%
22	COc1cc2[nH]c(-c3ccc(C)cc3)cc(=O)c2cc1OC	-14.3%[88.6 µM]	-0.8%	6.1%[89.1 µM]
23	CCCCN(C)C(=O)c1cc2cc([N+](=O)[O-])cc(OC)c2oc1=O	-6.2%	-1.1%	15.4%
24	COC(=O)c1c(C)[nH]c(O)c1C=Nc1ccc(Oc2ccccc2)cc1	-3.2%	-10.4%	0.6%
25	CCCCCn1c(=N)c(S(=O)(=O)c2ccccc2)cc2c(=O)n3ccccc3nc21	-5.6%	-7.1%	/

Entries by screen from the list:
Entries 10–15 in N370S GC mod: -16.0%, -12.7%, 29.9%, -13.5%, /, 0.1%
Entries 10–15 in FEN1 inh: -5.2%, 9.9%, -29.8%, -10.0%, -3.5%, -13.0%

(list continues)
No.	canonical_smiles	GCN5L2 inh	FEN1 inh	N370S GC mod
26	Cc1cc(Nc2cccc(C(F)(F)F)c2)n2nc(C)nc2n1	-8.1%	-3.0%	-8.9%
27	C=CCOC(=O)C1=C(C)Nc2nc3ccccc3n2C1c1ccncc1 (stereo not drawn)	-5.3%	-0.2%	-16.6%
28	O=C(Nc1ccc(Br)cc1)c1cc(S(=O)(=O)Nc2ccccn2)ccc1Cl	-6.9%	-2.0%	-12.2%
29	O=C(CN1CCCCC1)Nc1ccc(S(=O)(=O)N2CCCCCC2)cc1	-0.1%	-6.3%	-2.1%
30	CCN(c1ccccc1)S(=O)(=O)c1ccc(NC(=O)c2nc(SC)ncc2Cl)cc1	-7.5%	-7.8%	/
31	Cc1cc(OC(=O)c2ccc(S(=O)(=O)N3CCOCC3)cc2)c([N+](=O)[O-])c(=O)[nH]1	0.8%	14.3%	-4.4%
32	CC1CC2c3cccc(C(=O)O)c3C(=O)N2c2ccc(Cl)cc21 (stereo not drawn)	-7.4%	0.6%	-4.2%
33	Cc1noc(NS(=O)(=O)c2ccc(NC(=O)CS(=O)(=O)c3ccccc3)cc2)c1C	2.0%	-3.9%	1.8%
34	CC(C)(C)c1ccc(C(=O)NCC(=O)N/N=C/c2cccnc2)cc1	-1.9%	0.1%	4.5%
35	Cc1nn2c(=O)cc(COC(=O)CNC(=O)c3ccc(F)cc3)nc2s1	2.4%	20.7%	/
36	CCOC(=O)C1C(=O)CC(C)(O)C(C(=O)OCC)C1c1ccccc1 (stereo not drawn)	-0.1%	3.5%	4.1%
37	COc1ccc(-c2cn(CCC(=O)O)c(-c3ccncc3)n2)cc1	-6.2%	-9.9%	-14.4%
38	COc1ccc(N2C(=O)CSC23C(=O)N2c4c(cccc43)C(C)=CC2(C)C)cc1 (stereo not drawn)	-7.7%	-3.5%	-10.9%
39	COc1cccc2[nH]c(=O)c(-c3ccccc3)cc12	-13.1%	-3.2%	-5.5%
40	CC1(C)CC2CC(C)(CN2C(=O)COC(=O)c2ccccc2C(F)(F)F)C1 (stereo not drawn)	-1.4%	1.3%	/
41	O=C(Nc1nnc2n1CCS2)c1ccccc1C(F)(F)F	-4.7%	18.3%	/
42	CCCOC(=O)c1ccc(NC(=O)/C=C/c2cccs2)cc1	-9.3%	-8.0%	18.5%
43	CC(C)NC(=O)C1CCN(C2CCN(C(=O)c3cc4c(s3)CCCCC4)CC2)CC1	-2.7%	1.2%	-7.2%
44	S=C1NC2=C(CCCC2)C2(CCCCC2)N1	2.5%	-10.1%	-4.2%
45	CCC1(CC)C(=O)C2=C3C1[C@H](C(=O)OC)C=C(C(=O)OC)C[C@H]3[C@H]1C(=O)N(CC(=O)OC)C(=O)[C@H]1[C@H]2C (stereo partly drawn)	/	-0.5%&0.9%	1.6%
46	C/C(=N\NC(=O)c1cc([N+](=O)[O-])cc([N+](=O)[O-])c1)c1ccco1	-15.8%	2.7%	14.3%
47	CCOC(=O)c1sc2nc(Cc3ccc(Cl)cc3)[nH]c(=S)c2c1C	-4.5%	1.4%	2.4%
48	CCOC(=O)c1ccc(NC(=O)c2cc3c(s2)CCC3)cc1	-5.4%	0.3%	-2.3%
49	Cc1c(C(=O)O)oc2c1ccc1ccccc12	-14.5%	0.5%	-26.1%
50	CN1C(=O)c2ccccc2Sc2ccc(NC(=O)COc3ccc(Cl)cc3)cc21	-18.3%	-7.5%	/

Laid out differently: five of the compounds above.
Results follow in this order: GCN5L2 inh, FEN1 inh, N370S GC mod
10) COc1ccc(CNc2nc3nc(C)c(Cl)c(=O)n3[nH]2)cc1OC
    -17.9%, -5.2%, -16.0%
7) Cc1nn(CCc2nn[nH]n2)c2nc(C(F)(F)F)cc(C(F)(F)F)c12
    -13.6%, -8.9%, -2.4%
31) Cc1cc(OC(=O)c2ccc(S(=O)(=O)N3CCOCC3)cc2)c([N+](=O)[O-])c(=O)[nH]1
    0.8%, 14.3%, -4.4%
47) CCOC(=O)c1sc2nc(Cc3ccc(Cl)cc3)[nH]c(=S)c2c1C
    -4.5%, 1.4%, 2.4%
14) CC(=O)c1cccc(NC(=O)c2ccc(-n3c(C)nnc3C)cc2)c1
    -12.4%, -3.5%, /

More entries follow:
No.	canonical_smiles	GCN5L2 inh	FEN1 inh	N370S GC mod
51	FC(F)Oc1ccccc1C1CC(c2ccc(Br)s2)Nc2ncnn21 (stereo not drawn)	-4.4%	-1.1%	-13.9%
52	O=C(COC(=O)c1cc(Br)ccc1O)Nc1cccnc1Cl	0.2%	-2.0%	4.0%
53	CCCC(=O)N(Cc1cc(=O)[nH]c2ccccc12)c1ccccc1C	-1.8%	-1.0%	-0.4%
54	Cc1ccc(C)c(Sc2ccc(NC(=O)CCN3C(=O)NC4(CCCC4)C3=O)cc2)c1	-14.6%	?	/
55	Cc1cnc(NC(=O)CSc2ncc(-c3ccccc3)n2Cc2ccco2)s1	-9.7%	-9.1%	23.3%
56	Cc1ccc(O)c(N=NC2=C(O)CC(C)(C)CC2=O)c1	-8.5%	6.2%	?
57	COCCNC(=O)/C=C/c1c(Cl)cccc1Cl	1.8%	1.4%	4.5%
58	O=S(=O)(Nc1cccc(-c2nc3cccnc3s2)c1)c1ccc2c(c1)CCCC2	-15.6%	0.3%	6.9%
59	O=C(CN(C(=O)c1csnn1)c1ccccc1C(F)(F)F)NC1CCCCC1	2.5%	-4.6%	2.4%
60	CC(C)(C)OC(=O)N1CCC(NC(=O)c2nc[nH]c2C(=O)NCc2ccccc2)CC1	-4.6%	-19.1%	/
61	COc1ccc(S(=O)(=O)N2CCC(O)(c3ccc(Cl)cc3)CC2)cc1	-5.7%	5.0%	7.3%
62	COc1ccc(OC)c2c(N3CCN(C)CC3)cc(C(F)(F)F)nc12	-2.3%	-1.0%	-5.7%
63	O=C(CSc1ccc2nnc(-c3ccccn3)n2n1)Nc1ccc2c(c1)OCCO2	-9.7%	-0.3%	13.1%
64	O=C(CN1CCC(C(=O)c2ccc3c(c2)OCCO3)CC1)NCc1ccccc1	-1.7%	-11.4%	-7.9%
65	Cc1ccccc1Cn1cc(S(=O)(=O)CC(=O)Nc2nccs2)c2ccccc21	-14.7%	-13.0%	-10.4%
66	CCCC(C)NC(=O)CN(Cc1ccco1)S(=O)(=O)c1ccccc1 (stereo not drawn)	-8.2%	1.4%	/
67	COCCCNC(=S)Nc1ccccc1[N+](=O)[O-]	0.0%	-0.9%	-10.5%
68	COc1cc(-c2nc3ccc(C)cn3c2NCc2ccccc2)ccc1SC1CCCCC1	-20.7%	0.7%	?
69	O=C(Nc1ccc(Cl)cc1)Nc1nnc(CSCc2ccc(Cl)cc2)s1	-16.9%	-10.6%	1.6%
70	Cc1cc(C(=O)OCC(=O)Nc2ccc(F)c(F)c2F)c(C)o1	-5.3%	-2.1%	-0.4%
71	O=C(N[C@@H]1C/C=C\C[C@@H](CC(=O)N(CCO)Cc2ccccc2)C(=O)NCCOC1=O)OCC1c2ccccc2-c2ccccc21	-1.4%	0.4%	/
72	Cc1ccc(Cn2c(=O)c3ccccc3n3c(CCC(=O)NCCN4CCOCC4)nnc23)cc1	-2.7%	15.4%	-16.1%
73	Cc1ccc(S(=O)(=O)NCC(=O)Nc2ccc(C(F)(F)F)cc2)cc1	-6.4%	7.5%	-48.0%
74	Cc1cccc(C(c2sc3nc(-c4ccco4)nn3c2O)N2CCN(Cc3ccccc3)CC2)c1 (stereo not drawn)	-15.1%	5.8%	/
75	O=C(CSc1ccc(-c2cccs2)nn1)Nc1cccc(F)c1	-19.2%	-9.9%	/

76	CCOc1ccc(/C=N/NC(=O)c2nnn(-c3nonc3N)c2-c2ccc(OCC)cc2)cc1
77	O=C(O)c1cccc(S(=O)(=O)NCC2CCCO2)c1 (stereo not drawn)
78	CCOC(=O)c1cc(NC(=O)CC(C)(C)CC(=O)O)ccc1N1CCCCC1
79	CC(C)NCC(O)c1ccc2ccccc2c1 (stereo not drawn)
80	CSc1ccc(-c2nc3cccc(C)n3c2Nc2ccc(Cl)cc2)cc1
81	Cc1c(C(=O)N(Cc2ccccc2)Cc2cccs2)cnn1-c1ccc(Cl)cc1
82	Cc1oc2c(CN(C)C)c(O)ccc2c(=O)c1-c1ccc2ccccc2n1
83	CCCCCCCCCCCCCCCC(=O)NC(C)C
assay / compound | 76 | 77 | 78 | 79 | 80 | 81 | 82 | 83
GCN5L2 inh | -1.0% | -7.4% | -6.2% | -4.6%&-5.7%&9.1% | -5.8% | -8.3% | -11.6% | -11.0%
FEN1 inh | 5.7% | 7.1% | 6.1% | -1.6% | -16.7% | -19.8% | -12.9% | /
N370S GC mod | 1.9% | -11.6% | 29.4% | -6.2%&-1.0%&-0.7% | / | -0.6% | -3.2% | -4.7%

84	CN1CCN(C(=O)/C(=C/c2cn(C)c3ccccc23)NC(=O)c2ccccc2)CC1
85	Cc1ccc(CNC(=O)C2CCCN(S(=O)(=O)N3CC(C)CC(C)C3)C2)cc1 (stereo not drawn)
86	O=c1cc(N2CCc3ccccc32)[nH]c(=O)n1-c1ccc(Br)cc1
87	COc1cc(NS(=O)(=O)c2ccc(NC(=S)NC(=O)C3CCCC3)cc2)nc(OC)n1
88	COCCNC(=O)CSc1ccccc1C(=O)O
89	CN(CCNC(=O)c1cccc(N2CCCC2=O)c1)Cc1ccccc1
90	O=C(CSc1nnc(-c2cccs2)o1)c1cccs1
91	CC(O)CC(=O)NOCc1ccccc1 (stereo not drawn)
assay / compound | 84 | 85 | 86 | 87 | 88 | 89 | 90 | 91
GCN5L2 inh | 0.9% | -2.5% | 3.0% | -6.8% | 2.5% | 2.6% | -9.2% | 0.6%
FEN1 inh | -13.2% | 0.9% | -2.2% | 4.5% | -6.1% | -3.8% | 3.5% | -1.4%
N370S GC mod | -28.9% | -8.6% | -8.4% | -11.5% | 18.0% | 2.3% | -7.5% | /
